Screening data deposited in PubChem BioAssay by several laboratories.
MT1-MMP act inh: blockers of MT1-MMP proenzyme processing, primary screen, HT1080 RFP-PRO-GFP cells, GFP/RFP fluorescence | GFP/RFP ratio fluorescence, overnight; percent of plate control window, DMSO zero | 360,000 compounds, 0.061% hits | GFP/RFP ratio change, % at 20 µM | Matrix metalloproteinase-14 (Homo sapiens), P50281;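 active = GFP/RFP ratio change of at least 30% with cell ATP level not reduced by more than half and red fluorescence within 50% of control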; note: strong numbers were not always called active
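Read-out: GFP/RFP fluorescence ratio; Test system: RFP-PRO-GFP reporter HT1080 cells; Compound dosing: single-point 20 µM compound, 1% DMSO; Times: overnight compound exposure at 37 °C.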
eLon inh: inhibitors of E. coli Lon protease, primary screen, biochemical, fluorescence polarization. P0A9M0. purified E. coli Lon protease. inhibition, % at 7.94 µM. 360,000 compounds, 0.42% hits; in the data active = inhibition above about 13%, passing the limit was not always enough;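 note: 0% = enzyme with probe and DMSO and 100% = no enzyme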
MsrA act: bovine MsrA enzyme activators, primary screen, biochemical, absorbance, HTS. purified bovine MsrA, absorbance read-out. Methionine sulfoxide reductase A (Bos taurus). 360,000 compounds, 0.3% hits. AID 602163, 2012. activation, % at 10.6 µM; in the data active = activation above about 7.5%;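 note: 0% = vehicle and 100% = reference activator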
Neddyl block: inhibitors of cullin neddylation, primary screen, biochemical, TR-FRET, uHTS, NAE and Ubc12; 360,000 compounds, 0.58% hits; AID 651699, 2012; NEDD8-conjugating enzyme Ubc12 (Homo sapiens) + NEDD8-activating enzyme E1 regulatory …; calls only at 25 µM; in the data active = inhibition above about 36%
Target sequence (P61081 whole entry, looked up): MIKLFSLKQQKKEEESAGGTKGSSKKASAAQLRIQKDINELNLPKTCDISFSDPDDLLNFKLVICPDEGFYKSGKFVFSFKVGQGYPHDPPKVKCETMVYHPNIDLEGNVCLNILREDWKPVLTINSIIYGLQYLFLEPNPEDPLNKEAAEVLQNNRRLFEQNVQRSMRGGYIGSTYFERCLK
Target sequence (Q13564 whole entry, looked up): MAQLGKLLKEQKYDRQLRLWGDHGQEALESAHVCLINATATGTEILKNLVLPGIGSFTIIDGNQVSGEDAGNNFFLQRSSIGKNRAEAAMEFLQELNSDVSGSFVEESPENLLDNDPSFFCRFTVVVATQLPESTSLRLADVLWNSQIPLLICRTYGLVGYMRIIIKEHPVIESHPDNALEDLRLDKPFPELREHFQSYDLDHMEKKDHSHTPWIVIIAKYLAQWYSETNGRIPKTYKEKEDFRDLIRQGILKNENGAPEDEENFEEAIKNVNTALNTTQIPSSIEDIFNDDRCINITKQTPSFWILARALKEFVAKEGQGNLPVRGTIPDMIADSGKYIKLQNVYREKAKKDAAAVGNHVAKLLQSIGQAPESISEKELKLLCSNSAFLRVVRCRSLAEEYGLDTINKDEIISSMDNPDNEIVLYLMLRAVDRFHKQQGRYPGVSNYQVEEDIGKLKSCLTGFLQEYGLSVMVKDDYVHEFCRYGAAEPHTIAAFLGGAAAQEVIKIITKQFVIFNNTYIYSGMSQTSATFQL
MsrA inhibitor: bovine MsrA enzyme inhibitors, primary screen, biochemical, absorbance, HTS; AID 651718, 2012; 360,000 compounds, 0.75% hits; purified bovine MsrA, absorbance read-out; inhibition, % at 15.5 µM; in the data active = inhibition above about 4.5%;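 note: 0% = vehicle wells with enzyme and 100% = reference inhibitor wells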
NRP1-CendR mod: modulators of CendR peptide binding to NRP-1, primary screen, biochemical, fluorescence polarization, uHTS; 360,000 compounds, 0.85% hits; inhibition, % at 25 µM; FAM-RPARPAR peptide binding to NRP-1; Neuropilin-1 (Homo sapiens), O14786; AID 602438, 2012;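 active = inhibition or corrected inhibition above about 18%, plus a signal ratio from 0.5 to 1.5, limit read from the data, passing the limit was not always enough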; note: strong numbers were not always called active
FAS TE block: FAS thioesterase domain inhibitors, primary screen, biochemical, fluorescence intensity, uHTS | 360,000 compounds, 0.67% hits | recombinant FAS-TE, OMFH fluorogenic substrate, fluorescence endpoint | AID 602261, 2012 | inhibition, % at 15 µM | Fatty acid synthase (Homo sapiens), P49327;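 active = compounds whose normalised, plate-corrected inhibition of enzyme fluorescence in the single-dose primary screen is 50% or more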;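 note: 0% = DMSO with enzyme and 100% = substrate without enzyme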
SKN-1 block: suppressors of acrylamide-induced Pgst-4::GFP reporter in worms, primary screen, SKN-1 inhibitor project, whole organism, uHTS, GFP/RFP fluorescence ratio, strain VP596. 360,000 compounds, 0.49% hits. C. elegans VP596 Pgst-4::GFP/RFP ratio, 24 h. inhibition, % at 21.8 µM;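 active = interference check ratio from 0.5 to 1.5 plus GFP to RFP signal ratio inhibition reaching or exceeding a fixed threshold, cut at about 30% in these data, passing the limit was not always enough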; note: some compounds called inactive have numbers as strong as hits
Rin1 Abl inh: inhibitors of Rin1-Abl protein binding, primary screen, biochemical, TR-FRET; Tyrosine-protein kinase ABL1 (Homo sapiens) + Ras and Rab interactor 1 (Homo sapiens), …; inhibition, % at 7.35 µM; 360,000 compounds, 0.4% hits; AID 588664, 2011; in the data active = inhibition above about 5%, passing the limit was not always enough
An asterisk follows results filed as active; i = inactive; . = not tested or not shown. Rows are unselected. Share with any hit: about 4.2%.

SMILES | MT1-MMP act inh | eLon inh | MsrA act | Neddyl block | MsrA inhibitor | NRP1-CendR mod | FAS TE block | SKN-1 block | Rin1 Abl inh
C/C=C/c1cccc(-c2nc(C(=O)N3CCOCC3)cc3c2[C@H](CCO)N(C(=O)NC(C)C)C3)c1 | 8 | -3 | -3 | i | 0.2 | 8 | -10 | 14 | .
CCc1cc(=O)[nH]c(SCC(=O)NCC2CCCO2)n1 (configuration not stated) | 1 | -11 | -2 | i | -0.6 | 7 | -3 | 4 | 1
COc1ccc(-n2c(COc3cccc4ccccc34)nnc2SC(C)C(=O)O)cc1 (configuration not stated) | 4 | 4 | -12 | i | 0.7 | 7 | -1 | 0 | 4
Cn1c(NN)nc2c1c(=O)n(Cc1ccccc1)c(=O)n2C | -1 | 1 | -4 | i | -0.8 | 6 | -4 | -1 | -1
Cc1ccc(N=Cc2sccc2C)cc1C | 5 | -10 | -2 | i | 0.1 | -1 | -5 | 0 | -1
C#CCn1c(=O)cc(C)c2ccccc21 | -3 | 3 | -10 | i | -0.8 | 0 | -9 | 16 | -3
CCc1ccc(NC2=NCC(c3ccccc3)S2)cc1 (configuration not stated) | -4 | 5 | -2 | i | -0.2 | 3 | -155 | 1 | -7
CCCCn1c(SCC(=O)N2CCOCC2)nc2ccccc2c1=O | -2 | -2 | -2 | i | -1.6 | 10 | -2 | 7 | 0
Cc1ccc(Oc2ncccc2COC(=O)Nc2ccccc2C)cc1 | -5 | -4 | -4 | i | -0.8 | -4 | 17 | 8 | -1
Cc1ccc2nc(N3CCN(C=O)CC3)nc(-c3ccccc3)c2c1 | -4 | 0 | 3 | . | 1.0 | -4 | 6 | -2 | -2
S=C(Nc1ccc(Oc2ccccc2)cc1)N(CCCN1CCOCC1)Cc1ccccn1 | -4 | 3 | 0 | i | -1.5 | 3 | -1 | -3 | -4
N#Cc1ccc(OCc2nnc(-c3ccc([N+](=O)[O-])cc3)o2)cc1 | -1 | -4 | 0 | i | 1.8 | 4 | 39 | 6 | -3
O=C(COC(=O)Cn1cnc2ccccc2c1=O)NCCC1=CCCCC1 | -9 | -17 | -12 | i | -0.4 | 12 | -10 | -8 | -1
O=C(Oc1ccc2c(c1)OCO2)c1ccncc1 | 0 | -5 | 2 | i | 0.8 | -4 | -6 | -5 | 1
O=C(COc1ccccc1)N1CCCC1 | -1 | 0 | -3 | i | 0.3 | 8 | -1 | -2 | 5

An excerpt from above in order of length of the SMILES, low to high.
SMILES | MT1-MMP act inh | eLon inh | MsrA act | Neddyl block | MsrA inhibitor | NRP1-CendR mod | FAS TE block | SKN-1 block | Rin1 Abl inh
O=C(COc1ccccc1)N1CCCC1 | -1 | 0 | -3 | i | 0.3 | 8 | -1 | -2 | 5
C#CCn1c(=O)cc(C)c2ccccc21 | -3 | 3 | -10 | i | -0.8 | 0 | -9 | 16 | -3
O=C(Oc1ccc2c(c1)OCO2)c1ccncc1 | 0 | -5 | 2 | i | 0.8 | -4 | -6 | -5 | 1
Cc1ccc(Oc2ncccc2COC(=O)Nc2ccccc2C)cc1 | -5 | -4 | -4 | i | -0.8 | -4 | 17 | 8 | -1

Next entries follow.
SMILES | MT1-MMP act inh | eLon inh | MsrA act | Neddyl block | MsrA inhibitor | NRP1-CendR mod | FAS TE block | SKN-1 block | Rin1 Abl inh
N=C1/C(=C\c2ccc(-c3ccc(C(=O)O)cc3)o2)C(=O)N=C2SC=C(c3ccccc3)N12 | -19 | -3 | -3 | i | -0.3 | -85 | 28 | 7 | -1
Nc1nc(CN2CCN(C(=O)c3ccco3)CC2)nc(Nc2cccc(Cl)c2)n1 | 3 | 0 | -4 | i | 1.5 | -1 | -3 | 1 | 0
COc1ccc(C2NC(=S)NC(C)=C2C(=O)Nc2ccccn2)cc1OC (configuration not stated) | 1 | 4 | -2 | i | 0.6 | 15 | -12 | -3 | 0
CCCC1C(=O)Nc2ccccc2N1C(=O)c1cccc(C)c1 (configuration not stated) | -2 | -2 | -12 | i | -0.1 | 13 | 0 | -3 | 4
COc1ccc(-n2ncc3c(NCC4CCCO4)ncnc32)cc1 (configuration not stated) | 4 | 3 | -8 | . | . | 1 | -5 | 9 | 0
O=C(Nc1ccc(F)cc1)c1cc(-c2ccccn2)nc2c(Cl)cccc12 | 0 | -1 | 0 | i | -0.1 | 0 | -2 | 11 | -1
CCCCN(C(=O)c1c(C)noc1C)c1c(N)n(CCC)c(=O)[nH]c1=O | -3 | 1 | -2 | i | 0.8 | -4 | -6 | 13 | 2
COc1cccc(C(=O)Nc2ccccc2N2CCN(C(=O)c3ccccc3)CC2)c1 | 1 | 12 | -3 | i | 0.6 | 4 | 18 | -4 | 0
CC(C)CNS(=O)(=O)c1cc(C(=O)OC2CCOC2=O)c(Cl)cc1Cl (configuration not stated) | -1 | -1 | -4 | i | -0.2 | 4 | -2 | 4 | 1
Clc1ccc(/C=N/Nc2nn[nH]n2)cc1 | 4 | -5 | -5 | i | -0.1 | 0 | -7 | 3 | 1
O=C(COn1nnc2ccccc21)NCC1CCCCC1 | 8 | -1 | -2 | i | 0.3 | -5 | 0 | -1 | -4
Cc1ccc(NC(=O)Cn2c(O)c(N=NS(=O)(=O)c3ccc(C)cc3)c3ccccc32)cc1 | -1 | -4 | 0 | i | 0.3 | 2 | -5 | -11 | -7
S=c1[nH]nc(CSc2nc3ccccc3s2)o1 | 2 | -3 | 4 | i | -0.5 | 6 | 3 | 0 | 0
Nc1ccccc1-c1nc2ccccc2[nH]c1=O | 1 | 0 | -2 | i | 0.6 | 6 | 0 | -8 | 1
CSCCOC(=O)COc1ccc(/C=N/NC(=O)c2c(Cl)cnn2C)cc1 | 7 | -9 | -3 | i | 0.2 | 6 | -2 | 1 | 0
COc1ccc(S(=O)(=O)NCC2CCCO2)cc1NC(=O)c1ccc(Cl)cc1 (configuration not stated) | -3 | -4 | -6 | i | -0.9 | -10 | -1 | -1 | 4
O=C(CCS(=O)(=O)c1ccccc1)N(CCCN1CCOCC1)c1nc2ccccc2s1 | -3 | -14 | -1 | i | -0.5 | 1 | 1 | 27 | 0
COc1ccc(C2c3c(n[nH]c3C)CC(C)(O)C2C(C)=O)cc1OC (configuration not stated) | 0 | -7 | -3 | i | -0.2 | -6 | -3 | 19 | -7
C=CCOc1ccccc1C1NC(=O)NC(C)=C1C(=O)NCc1ccccc1 (configuration not stated) | -1 | -1 | -10 | i | -0.4 | -3 | -5 | -18 | -1
COc1ccc(CC(=O)Nc2cccc(-c3cn4ccccc4n3)c2)cc1 | 6 | -6 | -1 | i | -0.2 | 0 | 1 | 7 | 2
O=C(c1cc(-c2ccccc2)nn1-c1ccccc1)N1CCN(S(=O)(=O)c2cccc(F)c2)CC1 | -3 | -14 | -1 | i | 1.2 | 10 | 23 | -4 | -1
Cc1ccsc1C(C(=O)NCc1ccccc1)N(C(=O)c1csnn1)c1ccccc1 (configuration not stated) | -1 | 4 | -2 | i | 0.4 | 2 | -3 | 5 | 1
c1ccc(C(c2ccccc2)c2noc(CN3CCN(CC4CC4)CC3)n2)cc1 | 0 | 6 | -2 | i | -0.8 | -9 | 1 | 5 | 0
CN(C)C(=O)C[C@@H]1CC[C@@H](NC(=O)C2CCC2)[C@@H](CO)O1 | -1 | . | . | i | -0.4 | 10 | . | -16 | .
COC(=O)c1cc(NS(=O)(=O)c2ccc(F)cc2)ccc1N1CCOCC1 | 7 | 5 | -8 | i | 2.7 | 8 | -8 | -3 | -2
CCn1c(=O)cc(SCC(=O)N2CCOCC2)c2ccccc21 | 11 | 4 | -4 | i | 0.5 | -13 | -5 | 7 | -203
CCOC(=O)c1cccc(S(=O)(=O)N2CCCC2)c1 | 1 | 2 | -3 | i | 1.2 | 4 | -6 | -5 | -1
CCOC(=O)c1c(CN2CCCCC2)n(C)c2cc(Br)c(O)cc12 | 7 | 0 | 2 | i | 1.5 | -6 | -2 | -1 | -8
Cc1ccc(C(=O)N2CCOCC2)cc1S(=O)(=O)N1CCOCC1 | -2 | -3 | -1 | i | 1.3 | -1 | -4 | 15 | 2
O=c1[nH]nc(-c2n[nH]c(=O)o2)o1 | -3 | -1 | -2 | i | 0.7 | 8 | -5 | 10 | 7
CCC1C(=O)N=C(SCC(=O)Nc2ccccc2)NC1=O (configuration not stated) | 0 | -5 | -2 | i | -0.2 | -10 | -4 | 5 | -1
Cc1ccc2nsnc2c1S(=O)(=O)NCc1ccc2c(c1)OCO2 | 5 | -9 | -3 | i | -0.2 | -6 | -4 | 9 | 2
Nc1ccc2nc(NC(=O)C3CCCCC3)sc2c1 | 2 | -5 | -4 | i | 1.3 | -12 | -1 | 9 | -1
CCn1c(=O)n(CC)c2cc(N3CCCC3)c(NC(=O)c3ccccc3Br)cc21 | 4 | 4 | -3 | i | 1.0 | 5 | 1 | -27 | 5
Nc1ncnc2c1cnn2C1CCCCC1 | -1 | 2 | -7 | i | 0.8 | 6 | -11 | -3 | -2
Cc1cccc(-n2c(SCC(=O)Nc3nnc(C)s3)nnc2-c2ccoc2C)c1 | 0 | -4 | -8 | i | -1.3 | -3 | -5 | -19 | 4
O=C(NCc1ccccc1)c1ccc2c(=O)n3c(nc2c1)CCCCC3 | 2 | 6 | -3 | i | -0.6 | 6 | 4 | 18 | 2
O=C(CN(C(=O)c1csnn1)c1cccc(F)c1)NC1CCCC1 | -1 | 5 | -5 | i | 0.9 | -2 | -4 | 4 | 3
COc1ccc(/C(C)=N/NC(=O)CNC(=O)c2cccnc2)cc1OC | -3 | -3 | -6 | i | 0.2 | 4 | -4 | -9 | 1
CSc1cc(SC)ncn1 | 1 | -18 | -3 | i | -0.5 | 4 | -6 | 6 | 1
COc1ccc(CCN(C)C(=O)COc2ccc(C(=O)c3ccccc3)cc2)cc1OC | 1 | 5 | -3 | i | 0.3 | 9 | 4 | -3 | -1
CCCN(C(=O)c1cccs1)c1nnc(-c2ccncc2)s1 | 0 | -8 | -1 | i | -0.3 | -5 | -5 | -3 | -3
CCOCCCNCc1cccc(OCc2ccc(F)cc2)c1 | 6 | 14 | -2 | i | 0.7 | -2 | -12 | 6 | -3
CCCCCCCCCCCNC(=O)c1ccoc1C | -8 | -1 | -9 | i | 0.4 | -8 | 11 | -5 | 3
OCC1OC(n2ccc3c2ncn2ncnc32)C(O)C1O (configuration not stated) | -4 | -15 | -12 | i | 0.9 | -6 | -7 | -7 | 4
COc1cc2cccc(OC)c(=O)c2c(OC)c1OC | 5 | -8 | -16 | i | 1.0 | -2 | -7 | -7 | 2
O=S(=O)(Nc1ccc(-c2ccc3nncn3n2)cc1)c1ccc(Cl)s1 | -2 | -4 | -6 | i | 1.8 | -4 | 2 | 15 | -2
O=C(Nc1c(Br)cc2c(c1Br)Cc1ccccc1-2)C(Cl)Cl | -7 | -3 | 0 | i | -0.5 | 0 | -8 | 6 | -2

Sorted by the number under MT1-MMP act inh (ascending): some entries from above
compound	MT1-MMP act inh
OCC1OC(n2ccc3c2ncn2ncnc32)C(O)C1O (configuration not stated)	-4
Nc1ccc2nc(NC(=O)C3CCCCC3)sc2c1	2
CCn1c(=O)n(CC)c2cc(N3CCCC3)c(NC(=O)c3ccccc3Br)cc21	4
